RAD54 branch = inhibitors of human RAD54 branch migration | Q92698 | RAD54 Holliday junction branch migration, FAM/BHQ fluorescence | inhibition, % at 10.4 µM | 0.14% of 360,000 active | AID 602329;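 active means mean normalized replicate activity at least 40 and at least half of replicates scoring 40 or more; inconclusive means only one of the two criteria met; inactive means mean below 40 and under half of replicates reaching 40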;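 further: 0% = median of neutral control wells and 100% = median of positive control wells; inhibitors cause a drop in the FAM fluorescence signal; in these data hits start at about 50%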
ERAP1 inh = ERAP1 (human) enzyme inhibition; Q9NZ08; recombinant ERAP1, Leu-AMC fluorescence, 60 min; inhibition, % at 10.7 µM; 0.15% of 340,000 active; AID 652197;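 active means mean replicate inhibition of at least 30%, or all replicates individually reaching that 30% level; inactive means mean below 30% and not every replicate reaching it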;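 further: 0% = neutral control wells and 100% = L-leucinethiol positive control wells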
Target sequence (Q9NZ08 whole entry, looked up): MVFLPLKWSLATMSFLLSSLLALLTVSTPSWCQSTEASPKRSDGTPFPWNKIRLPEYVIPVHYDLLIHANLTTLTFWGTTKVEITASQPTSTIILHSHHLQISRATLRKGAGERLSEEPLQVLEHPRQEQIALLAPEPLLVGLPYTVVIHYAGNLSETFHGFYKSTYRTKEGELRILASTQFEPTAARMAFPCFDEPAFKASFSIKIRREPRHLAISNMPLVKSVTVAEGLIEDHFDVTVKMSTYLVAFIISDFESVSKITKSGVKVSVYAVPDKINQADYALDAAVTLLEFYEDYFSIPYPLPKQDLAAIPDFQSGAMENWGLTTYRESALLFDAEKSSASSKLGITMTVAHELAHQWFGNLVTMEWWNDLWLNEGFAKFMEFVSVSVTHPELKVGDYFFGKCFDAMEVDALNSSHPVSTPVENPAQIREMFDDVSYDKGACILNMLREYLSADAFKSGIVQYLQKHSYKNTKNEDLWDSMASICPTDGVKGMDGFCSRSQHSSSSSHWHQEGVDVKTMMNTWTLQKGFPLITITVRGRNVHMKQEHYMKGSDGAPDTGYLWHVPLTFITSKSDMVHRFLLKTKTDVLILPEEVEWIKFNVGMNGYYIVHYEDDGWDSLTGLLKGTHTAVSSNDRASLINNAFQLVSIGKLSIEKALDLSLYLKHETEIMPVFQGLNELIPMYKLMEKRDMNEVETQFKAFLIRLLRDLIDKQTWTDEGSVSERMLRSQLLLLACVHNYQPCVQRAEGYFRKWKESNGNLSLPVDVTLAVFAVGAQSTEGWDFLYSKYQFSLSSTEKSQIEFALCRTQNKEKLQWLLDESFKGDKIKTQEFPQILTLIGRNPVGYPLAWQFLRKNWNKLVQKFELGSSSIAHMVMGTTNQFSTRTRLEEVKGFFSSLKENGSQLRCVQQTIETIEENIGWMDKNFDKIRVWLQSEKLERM
RAD52 anneal inh = inhibitors of human RAD52 DNA annealing | P43351 | recombinant RAD52 DNA annealing, FRET fluorescence | inhibition, % at 18.7 µM | 0.46% of 360,000 active;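 active means every replicate showing at least 50% inhibition; inconclusive means mean inhibition at least 50% but not in every replicate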
S100A4 MyoIIA = inhibitors of human S100A4 binding to myosin IIA peptide; P26447; S100A4/TAMRA-MyoIIA peptide fluorescence polarization; inhibition, % at 10.7 µM; 0.14% of 360,000 active; AID 652163;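 active means mean inhibition of at least 70% across replicates, with every replicate also reaching that level; inconclusive means mean inhibition reaches 70% but some replicates fall short; inactive means mean inhibition below 70%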
Target sequence (P26447 whole entry, looked up): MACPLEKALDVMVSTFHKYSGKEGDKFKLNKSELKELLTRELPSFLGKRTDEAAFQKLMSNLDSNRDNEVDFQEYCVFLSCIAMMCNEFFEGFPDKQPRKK
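Test system: S100A4 monomer protein; Medium: HEPES pH 7.2 with CaCl2, KCl, NaCl, DTT, Triton; Probe or stimulus: TAMRA-labelled myosin IIA heavy-chain peptide probe, 5 nM; Doses: one dose per compound; Times: polarization read 5 min after assay mix addition, stable 5–60 min; Benchmarks: neutral control DMSO, positive control TFP.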
E-sel inducer = induces E-selectin expression in human endothelial cells; activation, % at 7.58 µM; 0.37% of 260,000 active; AID 686992; HUVEC E-selectin immunofluorescence imaging; normalized: neutral wells 0, TNF-alpha wells 100;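 active means mean E-selectin-positive cell signal at least 10% of the positive control, reached in at least 60% of replicates, without over 20% cell loss; inconclusive means no rule given, readout overlaps actives, possibly toxicity-flagged; inactive means the rest, including those meeting only one limit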;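 further: in these data hits start at about 27%; measured in HUVEC primary endothelial cells; signal is the percent of cells scored E-selectin positive by PE staining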
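Read-out: % PE-positive cells | Test system: HUVEC | Doses: One compound dose added by pin transfer | Buffer or medium: EGM-2 over gelatin coat | Signal: Immunofluorescence imaging | Benchmarks: TNF-alpha, DMSO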
XiGFP reactiv = activators of X-chromosome reactivation in mouse fibroblasts; XiGFP mouse fibroblasts, % GFP-positive cells imaging, 3 d; cells co-treated with 5-aza-dC sensitizer; scaled so ellipticine positive control = 100%; activation, % at 7.58 µM; 0.055% of 360,000 active; AID 743238;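 active means mean normalized replicate activation at least 10% and every replicate at or above 10%; inconclusive means only one of the two criteria met; inactive means mean below 10% and not all replicates reach 10%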;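 further: 0% = median of on-plate neutral control wells and 100% = ellipticine 6 µM median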
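material = 68-5-11 XiGFP fibroblast line | medium = DMEM plus 5-aza-dC sensitizer | schedule = 3 days compound exposure | benchmarks = positive control ellipticine, 6 µM final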
esBAF inh = blocks esBAF chromatin remodeling in mouse ES cells; Bmi1-luciferase knock-in reporter, 24 h; 100% = twice the neutral-well signal; 2% of 350,000 active; AID 602393; reporter increase, % at 12.5 µM; in the data active means activation above about 40%; inconclusive means no clear call, values can overlap the other calls;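 further: 0% = median of the plate's neutral control wells and 100% = double that signal; a rise in the Bmi1 reporter signal indicates esBAF inhibition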
ERp5 inh = ERp5 (human) disulfide isomerase inhibition; Q15084; ERp5 insulin aggregation, absorbance 650 nm, 90 min; inhibition, % at 9.99 µM; 0.05% of 350,000 active; AID 651711;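 active means mean replicate inhibition above about 25%, with every replicate also reaching it, limit read from the data, passing the limit was not always enough; inconclusive means only one of those two criteria met; inactive means neither criterion met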
An asterisk follows results filed as active; ? = inconclusive; . = no result given; & = joins results of further samples. An unsorted share of the library, and some 2.5% of all compounds hit somewhere here.

canonical_smiles	RAD54 branch	S100A4 MyoIIA	esBAF inh	XiGFP reactiv	ERAP1 inh	E-sel inducer	RAD52 anneal inh	ERp5 inh
O=C(Cn1cnc2cc([N+](=O)[O-])ccc2c1=O)Nc1cccc(S(=O)(=O)N2CCCCC2)c1	5	-3	-7	0.0	0	-0.4	-24	-12
Cc1ccc(CN2CC(C(=O)N3CCN(c4ccccc4Cl)CC3)CC2=O)cc1 (configuration not stated)	4	-1	3	0.1	0	-1.6	7	4
CC1=C(C(=O)N2CCOCC2)CC(CC(=O)NC2CCCC2)C(=O)N1Cc1ccc(C(C)(C)C)cc1 (configuration not stated)	-11	-1	-1	0.0	3	1.4	9	-6
CC(C)C#Cc1ccc([C@H]2[C@H](CO)N3C(=O)CN(C(=O)NC4CCCCC4)C[C@@H]23)cc1	.	3	.	0.2	.	-0.5	-8	-1
CC(=O)C1CCC2C3CCC4CC(=O)CCC4(C)C3C(O)CC12C (configuration not stated)	-3	-3	.	0.0	2	-0.6	-24	2
COCCOC(=O)c1[nH]c2c(c1C)C(=O)CC(c1ccc(F)cc1)C2 (configuration not stated)	-3	3	-11	0.3	-2	.	-5	3
COc1ccc(S(=O)(=O)N[C@H]2C=C[C@H](CC(=O)O)O[C@@H]2CO)cc1	0	-7	-2	-0.2	0	-0.1	2	-4
CCCCC(=O)N1C(C)CCC1C (configuration not stated)	-3	0	-4	0.0	0	-0.5	1	-1
CC12CCC(=O)N1C(C(=O)OCC(=O)Nc1cccc(S(=O)(=O)N3CCCCCC3)c1)CS2 (configuration not stated)	2	1	.	0.0	-1	.	-21	-1
COc1ccc(/C=N/N=C2/NC(=O)C(CC(=O)NC(C)C)S2)cc1 (configuration not stated)	.	1	.	0.2	-2	2.3	-14	1
CC(OC(=O)Cn1cnc2c1c(=O)n(C)c(=O)n2C)C(=O)N(C)c1ccccc1 (configuration not stated)	0	12	.	1.8	2	0.9	-2	-3
CCOc1cc(/C=C/C(=O)c2ccc3c(c2)OCCO3)ccc1OCC(=O)N(C)C	-3	4	3	1.1	1	0.2	-16	2
COC(=O)c1sc(C(F)(F)F)c(-c2ccccc2)c1S(=O)(=O)NC(C)(C)C	-2	-6	13	0.0	3	1.3	2	-4
CN1C(=S)SC(/[N+]([O-])=C/c2ccc(Cl)cc2)C1(C)C (configuration not stated)	8	2	.	-0.3	-1	.	-5	7
O=C(Nc1cc(F)ccc1F)N1C[C@@H]2[C@H](c3ccccc31)[C@@H](CO)N2CC1CCCC1	-8	4	-5	0.1	0	0.2	-10	8
COc1ccc(CNC(=O)COC(=O)c2cc(S(=O)(=O)N3CCOCC3)ccc2O)cc1OC	1	7	11	0.0	2	2.8	10	1
COC(=O)c1[nH]c2ccccc2c1Sc1ccccc1	-2	-6	14	0.4	3	.	-7	-3
CN(CC(=O)Nc1cccc(F)c1)C(=O)CNS(=O)(=O)c1ccc(N(C)C)c([N+](=O)[O-])c1	.	-2	.	0.0	-3	-0.5	-4	-2
CC1=C(C(N)=O)C(c2ccccc2[N+](=O)[O-])n2ncnc2N1 (configuration not stated)	-13	0	-6	0.0	-1	0.1	-1	1
COc1cccc(-c2cc(C(F)(F)F)c(C#N)c(=O)[nH]2)c1	-8	-4	-2	0.2	-42	.	-12	4
COc1ccccc1NC(=O)C1=C(C)Nc2nc(-c3cccs3)nn2C1c1cccnc1 (configuration not stated)	-9	-2	7	0.3	.	0.1	-11	3
CCCCN1C(=O)C(O)(c2ccccc2)c2cc(Br)ccc21 (configuration not stated)	0	1	-14	0.0	3	.	-3	2
O=C(NC(=S)Nc1ccc(F)c(Cl)c1)C1CC1	6	-3	.	0.0	0	.	-4	6
C[C@@H]1CCCCO[C@@H](CN(C)C(=O)Cc2ccccc2)[C@H](C)CN([C@@H](C)CO)C(=O)c2cc(NC(=O)c3ccccc3)ccc2O1	10	-5	10	0.0	-1	.	-7	4
Cc1ccc(Cn2nnnc2CN2CCC(NC(=O)C(C)(C)C)CC2)cc1	.	-1	.	0.0	3	.	-6	3

canonical_smiles	RAD54 branch	S100A4 MyoIIA	esBAF inh	XiGFP reactiv	ERAP1 inh	E-sel inducer	RAD52 anneal inh	ERp5 inh
COc1ccccc1C(CC(=O)N1CCCC1)c1ccc2c(c1)OCO2 (configuration not stated)	.	4	.	0.0	1	.	-4	-6
Nc1cc(N)cc(C(=O)OCC(=O)Nc2cc(S(=O)(=O)N3CCCCC3)ccc2Cl)c1	11	-2	13	0.0	-3	2.9	-25	0
O=C(N/N=C/c1ccncc1)c1ccc(OCc2ccccc2)cc1	.	-4	.	.	.	-0.5	-11	1
COc1cccc(NC(=S)N2CCn3c(nc4ccccc43)C2)c1	.	3	.	0.2	-3	.	-26	5
NS(=O)(=O)c1cccc(Nc2nc3ccccc3nc2NS(=O)(=O)c2ccc(Cl)cc2)c1	1	5	-2	-0.1	-2	0.4	-10	-5
Cc1ccc(C)c(NC(=O)CSc2sc3c(O)cc(=O)[nH]c3c2C#N)c1	-6	-2	-3	0.0	0	0.2	-22	3
C[C@H]1CN([C@@H](C)CO)C(=O)Cc2cc(NS(=O)(=O)c3cccs3)ccc2O[C@@H]1CN(C)C	-9	1	0	0.5	-1	-3.9	-1	-1
CCc1nc2c(OCc3ccc(Cl)cc3)cccn2c1N(C)C(=O)c1ccc(C)cc1	-8	0	-6	0.0	10	-0.2	14	5
COc1ccccc1/C=C/CN1CCC(n2nccc2NC(=O)C2CC2)CC1	-2	0	-5	-0.1	-1	0.7	-11	-2
CC(C)NC(=O)Nc1cccc2c1O[C@H](CN(C)C)[C@@H](C)CN([C@@H](C)CO)C2=O	2	4	-3	0.0	-3	-2.9	-7	0
Cc1ccc(-c2ccc(CN3C(CC(C)C)C(=O)N(Cc4cn(CCC5OCCCO5)nn4)CCS3(=O)=O)cc2)cc1 (configuration not stated)	4	1	8	0.1	-1	0.1	8	2
O=C(CSc1ccc(-c2ccc(F)cc2)nn1)NCCc1ccccc1	.	-57	.	0.0	0	-3.1	-7	0
C[C@@H]1CN([C@H](C)CO)S(=O)(=O)c2ccc(C3=CCCCC3)cc2O[C@@H]1CN(C)C(=O)Cc1ccncc1	9	-3	1	-0.1	1	1.2	-3	-1
O=C(CSc1nnc(-c2ccccc2F)o1)NC1CCCCC1	2	-5	-1	-0.1	-2	.	-17	4
CN(C)C(=O)C[C@H]1C=C[C@H](NS(=O)(=O)c2ccccc2)[C@H](CO)O1	4	-30	-5	0.3	-2	0.5	9	-6
CC(C)NC(=O)N1C[C@H]2[C@@H](c3ccccc31)[C@H](CO)N2C(=O)c1cccnc1	-4	3	-5	0.0	.	0.0	-10	-3
O=C(C[C@@H]1CC[C@H]2[C@@H](COC[C@@H](O)CN2C(=O)Nc2ccc(Cl)c(Cl)c2)O1)NCc1ccc(Cl)c(Cl)c1	-2	2	2	0.3	-1	-0.1	-7	-8
Cc1cccc(CCNC(=O)CCS(=O)(=O)c2cc3c(cc2C)NC(=O)CO3)c1	-8	-1	5	0.0	-1	.	-3	-17
CC(=O)Nc1ccc(S(=O)(=O)N2CCN(CCC#N)CC2)cc1	-17	2	-2	0.3	.	0.0	-1	2
CCOc1ccccc1N(C)C(=O)c1ccc2c(=O)n3c(nc2c1)CCCCC3	1	-4	-2	0.0	-6	.	-14	-5
O[C@H]1C[C@H](c2ccc(Cl)cc2)N(CC2CCCCC2)C[C@@H]1n1cc(C2CC2)nn1	6	1	19	0.0	.	1.4	-27	6
CCC(=O)N(C)C[C@H]1N[C@@H](CO)[C@H]1c1ccc(-c2cccc(C#N)c2)cc1	.	-29	.	0.3	3	0.0	-11	3
Cc1cc(C)c(NC(=O)c2cc(C(=O)O)ccc2C(=O)O)c([N+](=O)[O-])c1	.	-4	3	0.1	2	.	-8	-1
O=C(CCCN1C(=O)C(c2ccccc2)Oc2cccnc21)NCc1ccc(F)cc1 (configuration not stated)	-3	-4	1	0.0	2	.	1	1
CN(CCOc1ccc(Cl)cc1)C(=O)CNS(=O)(=O)c1ccc(N(C)C)c([N+](=O)[O-])c1	-2	-10	0	0.2	-7	.	-9	-22

canonical_smiles	RAD54 branch	S100A4 MyoIIA	esBAF inh	XiGFP reactiv	ERAP1 inh	E-sel inducer	RAD52 anneal inh	ERp5 inh
COc1ccc(CC(=O)Oc2ccc(C)cc2Br)cc1S(=O)(=O)N1CCOCC1	-3	-1	-2	0.0	1	-0.6	1	3
COc1cc(/C=N/NC(=O)c2ccc3ccccc3c2)ccc1Oc1ccc([N+](=O)[O-])cn1	.	3	.	0.0	6	.	-16	-2
C[C@H]1CN([C@@H](C)CO)C(=O)c2cc(NC(=O)CCN3CCOCC3)ccc2O[C@H]1CN(C)C	-6	6	-1	3.4	1	.	-2	2
CCOc1ccc(NS(=O)(=O)c2ccc(C(=O)N(C)Cc3cccc(OC)c3OC)cc2)cc1	3	0	7	0.0	1	.	-1	5
COc1cccc(CNC(=O)C[C@@H]2CC[C@H]3[C@H](COc4ccc(NS(=O)(=O)c5ccccc5F)cc4C(=O)N3C)O2)c1	-7	.	14	0.0	.	0.0	.	0
Fc1ccccc1C1c2[nH]c3ccccc3c2CCN1Cc1ccoc1 (configuration not stated)	.	-2	.	0.3	1	.	-26	-2
O=S(=O)(Nc1ccccc1)c1ccc(NS(=O)(=O)c2cccs2)cc1	-7	-2	-4	0.2	1	.	-18	-2
CN(Cc1ccccc1)C(=O)c1csc([C@H]2C[C@H](O)[C@@H](CO)O2)n1	8	-2	-2	0.2	-5	-0.2	-11	-2
CCOC(=O)c1c(CN2CCOCC2)n(C)c2cc(Br)c(O)c(CN(C)C)c12	2&1	0&-5	-10&-3	0.0	4&2	-1.6	14&-6	-1&8
O=C1NN=C2CCCCCCC12 (configuration not stated)	10	-1	-2	0.0	-1	-0.4	9	1
O=C1C2Sc3[nH]c(=O)sc3C(c3cc([N+](=O)[O-])ccc3O)C2C(=O)N1c1ccccc1 (configuration not stated)	-1	1	-7	-0.3	-4	0.0	-16	?
O=C(CCc1ccccc1)NNC(=O)c1ccc(F)cc1	.	-1	.	0.1	0	.	-15	-3
CC(C)NC(=O)N(C)C[C@@H]1OCCCC[C@@H](C)Oc2ccc(NC(=O)C3CCCCC3)cc2C(=O)N([C@@H](C)CO)C[C@@H]1C	6	-7	.	0.0	-1	.	-10	3
O=C(C[n+]1cccc(C(=O)N/N=C/c2ccc(Br)cc2)c1)c1ccccc1	14	-5	-4	0.0	-3	-1.3	21	0

Of the compounds above, these contain a COOH group:
canonical_smiles	RAD54 branch	S100A4 MyoIIA	esBAF inh	XiGFP reactiv	ERAP1 inh	E-sel inducer	RAD52 anneal inh	ERp5 inh
COc1ccc(S(=O)(=O)N[C@H]2C=C[C@H](CC(=O)O)O[C@@H]2CO)cc1	0	-7	-2	-0.2	0	-0.1	2	-4
Cc1cc(C)c(NC(=O)c2cc(C(=O)O)ccc2C(=O)O)c([N+](=O)[O-])c1	.	-4	3	0.1	2	.	-8	-1
